GASC1 inh: inhibitors of human demethylase GASC-1 KDM4C | GST-KDM4C 2-372, H3K9me3 peptide, LANCE TR-FRET | actives 0.15% (n = 96,000) | inhibition, % at 12.5 µM | AID 720574;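 active = mean replicate inhibition above about 25%, with at least 55% of replicates also reaching it, limit read from the data, passing the limit was not always enough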
Target sequence (Q9H3R0 2-372 limits assumed): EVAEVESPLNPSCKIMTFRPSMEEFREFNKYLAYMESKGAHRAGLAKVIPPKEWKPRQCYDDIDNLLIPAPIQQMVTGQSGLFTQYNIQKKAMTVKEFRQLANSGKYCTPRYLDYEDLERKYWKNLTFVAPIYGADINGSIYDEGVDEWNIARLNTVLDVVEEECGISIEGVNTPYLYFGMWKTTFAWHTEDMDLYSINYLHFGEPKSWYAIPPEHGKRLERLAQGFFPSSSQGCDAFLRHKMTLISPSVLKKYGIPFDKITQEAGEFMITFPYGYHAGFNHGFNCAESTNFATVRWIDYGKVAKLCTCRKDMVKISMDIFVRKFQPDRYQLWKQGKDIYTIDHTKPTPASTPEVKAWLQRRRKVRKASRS
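System – N-terminal GST-fused human GASC-1 (KDM4C) fragment, residues 2-372 · Input – enzyme final amount 10 nM · Technique – LANCE TR-FRET, Eu antibody, ULight-streptavidin, EDTA, ex 340 nm, em 618/671 nm · Medium – HEPES buffer, pH 7.5, plus ascorbate · Incubation – enzyme reaction 30 min, then detection 60 min, both room temperature · Reagent – H3K9me3 peptide with Fe(II)/2OG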
C diff HTS: C. difficile growth inhibition | growth activity, negative = inhibition, % at 16 µg/mL (by protocol) | Clostridium difficile clinical isolate growth, OD600, 24 h; active compounds read low | actives 0.25% (n = 86,000);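 active = mean growth activity at or below -80% and every replicate also at or below -80%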;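 note: 0% = DMSO wells and -100% = levofloxacin 16 µg/mL wells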
Pf Dd2 growth: inhibitors of Plasmodium falciparum Dd2 growth. P. falciparum Dd2 growth, SYBR Green, 72 h; active compounds read low. activity change, % at 10 µM. actives 2.3% (n = 94,000); in the data active = activity change below about -80%
T cruzi growth: inhibitors of T. cruzi proliferation. T. cruzi beta-gal in NIH3T3, GalScreen luminescence, 90 h. actives 5.9% (n = 77,000). inhibition, % at 8.34 µM;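 active = mean inhibition above about 93%, with at least 55% of replicates each passing it, limit read from the data, passing the limit was not always enough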
* = called active by the depositor; & = joins results of further samples.

What do the screens show for `O=C(Nc1ccccc1)N1C[C@H]2[C@@H](c3ccccc31)[C@H](CO)N2C(=O)Cc1ccccn1`?
GASC1 inh: -1.3; C diff HTS: -4.5; Pf Dd2 growth: -4.7; T cruzi growth: 38.7

What do the screens show for `C[C@@H]1CN([C@@H](C)CO)C(=O)Cc2cc(NC(=O)Nc3ccc(C(F)(F)F)cc3)ccc2O[C@H]1CN(C)S(=O)(=O)c1ccc(F)cc1`?
GASC1 inh: 2.2; Pf Dd2 growth: -29.7; T cruzi growth: 44.7

What do the screens show for `C[C@@H]1CN([C@H](C)CO)C(=O)Cc2cc(NC(=O)C3CCCCC3)ccc2O[C@@H]1CN(C)Cc1ccc(-c2ccccc2)cc1`?
GASC1 inh: -1.6; C diff HTS: -6.3; Pf Dd2 growth: -17.1; T cruzi growth: 46.6

Results for C[C@@H]1CN([C@@H](C)CO)C(=O)Cc2cc(NC(=O)c3ccncc3)ccc2O[C@@H]1CN(C)C(=O)Nc1cccc2ccccc12 ?
GASC1 inh: 0.7; C diff HTS: 2.9; Pf Dd2 growth: -1.2; T cruzi growth: 19.1

What do the screens show for `COc1ccc2c3c([nH]c2c1)[C@@H](CO)N(C(=O)Nc1ccc(F)cc1)CC31CN(C(=O)Nc2ccccc2)C1`?
GASC1 inh: -0.6; C diff HTS: 59.5; Pf Dd2 growth: -16.0

Results for C[C@@H]1CN([C@H](C)CO)C(=O)c2cccc(NC(=O)C3CCCCC3)c2O[C@@H]1CN(C)C(=O)NC1CCCCC1 ?
GASC1 inh: -0.7; C diff HTS: 1.7; Pf Dd2 growth: -10.5; T cruzi growth: 7.4

How did CN1CCN(C(=O)C[C@@H]2CC[C@@H]3[C@@H](COc4ccc(NC(=O)C5CCCCC5)cc4C(=O)N3C)O2)CC1 do in these assays?
GASC1 inh: 0.7; C diff HTS: 1.1; Pf Dd2 growth: 0.3; T cruzi growth: -92.0

What do the screens show for `O=C(C[C@H]1C[C@@H]2c3cc(NC(=O)NC4CCCC4)ccc3O[C@@H]2[C@@H](CO)O1)NCC1CC1`?
GASC1 inh: -0.3; C diff HTS: 0.3; Pf Dd2 growth: -5.0; T cruzi growth: 8.7

Results for CC(C)NC(=O)Nc1ccc2c(c1)CC(=O)N([C@@H](C)CO)C[C@H](C)[C@H](CN(C)S(=O)(=O)c1cccs1)O2 ?
GASC1 inh: -0.6; C diff HTS: -4.0; Pf Dd2 growth: 5.9; T cruzi growth: 43.3

How did C[C@H]1CN([C@@H](C)CO)C(=O)c2cc(NC(=O)Cc3cn(C)c4ccccc34)ccc2O[C@H]1CN(C)Cc1ccc(C(=O)Nc2ccccc2N)cc1 do in these assays?
GASC1 inh: -0.3; Pf Dd2 growth: -71.6; T cruzi growth: 58.3

Results for COc1ccccc1CN1[C@@H](CO)[C@@H](c2ccccc2)C12CN(C(=O)c1ccccn1)C2 ?
GASC1 inh: 0.4; C diff HTS: 13.2; Pf Dd2 growth: -6.1

What do the screens show for `COc1ccc(S(=O)(=O)Nc2cccc3c2O[C@H](CN(C)Cc2ccc(C(F)(F)F)cc2)[C@@H](C)CN([C@@H](C)CO)C3=O)cc1`?
GASC1 inh: 1.0; C diff HTS: 13.7; Pf Dd2 growth: -11.7; T cruzi growth: -12.3

Results for C[C@@H]1CN([C@@H](C)CO)C(=O)c2cc(NS(=O)(=O)c3ccccc3)ccc2O[C@@H](C)CCCCO[C@@H]1CN(C)C(=O)Nc1ccc2c(c1)OCO2 ?
GASC1 inh: 0.8; C diff HTS: -2.3; Pf Dd2 growth: -56.9; T cruzi growth: 63.5

What do the screens show for `CO[C@H]1CN(C)C(=O)c2cc(NC(=O)C3CCCCC3)ccc2OC[C@@H](C)N(Cc2cccnc2)C[C@@H]1C`?
GASC1 inh: 0.1; T cruzi growth: 70.3

What do the screens show for `COCC(=O)N1CC(=O)N2[C@@H](CO)[C@H](c3ccc(-c4ccccc4)cc3)[C@@H]2C1`?
GASC1 inh: 0.8; C diff HTS: 11.8; Pf Dd2 growth: 9.3

Results for C[C@H](CO)N1C[C@H](C)[C@H](CN(C)S(=O)(=O)c2ccc(F)cc2)Oc2c(NC(=O)c3ccc(-c4nccs4)cc3)cccc2C1=O ?
C diff HTS: -6.5; Pf Dd2 growth: -37.8; T cruzi growth: -23.0

Results for Cc1noc(C)c1NC(=O)N(C)C[C@H]1Oc2ccc(NC(=O)Nc3ccc(F)cc3)cc2C(=O)N([C@@H](C)CO)C[C@@H]1C ?
GASC1 inh: 5.1; C diff HTS: 0.7; Pf Dd2 growth: 16.2; T cruzi growth: 16.1

How did C[C@H](O)C#Cc1ccc([C@@H]2[C@H](CO)N3CCCCN(CC4CC4)C[C@@H]23)cc1 do in these assays?
GASC1 inh: 1.4; C diff HTS: -0.8; Pf Dd2 growth: 33.1; T cruzi growth: 8.5

How did CCCC#Cc1ccc([C@H]2[C@H](CO)N3C(=O)CN(C(=O)c4ccncc4)C[C@@H]23)cc1 do in these assays?
GASC1 inh: -2.3; C diff HTS: 3.3; Pf Dd2 growth: 13.8

Results for O=C(C[C@@H]1CC[C@H]2[C@@H](COC[C@H](O)CN2CCC(F)(F)F)O1)N1CCC(Cc2ccccc2)CC1 ?
GASC1 inh: 1.2; C diff HTS: 53.2&-11.9; Pf Dd2 growth: 38.5; T cruzi growth: 68.9

The list goes on; the last four above are carried over.
Results for Cc1noc(C)c1NC(=O)N(C)C[C@H]1Oc2ccc(NC(=O)Nc3ccc(F)cc3)cc2C(=O)N([C@@H](C)CO)C[C@@H]1C ?
GASC1 inh: 5.1; C diff HTS: 0.7; Pf Dd2 growth: 16.2; T cruzi growth: 16.1

How did C[C@H](O)C#Cc1ccc([C@@H]2[C@H](CO)N3CCCCN(CC4CC4)C[C@@H]23)cc1 do in these assays?
GASC1 inh: 1.4; C diff HTS: -0.8; Pf Dd2 growth: 33.1; T cruzi growth: 8.5

How did CCCC#Cc1ccc([C@H]2[C@H](CO)N3C(=O)CN(C(=O)c4ccncc4)C[C@@H]23)cc1 do in these assays?
GASC1 inh: -2.3; C diff HTS: 3.3; Pf Dd2 growth: 13.8

Results for O=C(C[C@@H]1CC[C@H]2[C@@H](COC[C@H](O)CN2CCC(F)(F)F)O1)N1CCC(Cc2ccccc2)CC1 ?
GASC1 inh: 1.2; C diff HTS: 53.2&-11.9; Pf Dd2 growth: 38.5; T cruzi growth: 68.9

What do the screens show for `C[C@H]1CN([C@@H](C)CO)S(=O)(=O)c2ccc(-c3cccnc3)cc2O[C@@H]1CN(C)C(=O)C1CC1`?
GASC1 inh: 4.4; Pf Dd2 growth: 14.4; T cruzi growth: 34.0

How did CCCNC(=O)Nc1ccc2c(c1)OC[C@@H](C)N(Cc1ccncc1)C[C@H](C)[C@H](OC)CN(C)C2=O do in these assays?
GASC1 inh: 0.3; C diff HTS: 2.1; Pf Dd2 growth: -12.5

Results for CCCN(C)C[C@H]1Oc2ncc(-c3cccnc3)cc2C(=O)N([C@H](C)CO)C[C@H]1C ?
GASC1 inh: 0.7; C diff HTS: 1.9; Pf Dd2 growth: 0.9; T cruzi growth: 38.4

Results for CC(C)C#Cc1cnc2c(c1)C(=O)N([C@@H](C)CO)C[C@@H](C)[C@H](CN(C)Cc1ccc3c(c1)OCO3)O2 ?
GASC1 inh: 5.8; C diff HTS: -2.7; Pf Dd2 growth: -32.5; T cruzi growth: 26.8

What do the screens show for `CCCC#Cc1ccc([C@@H]2[C@@H](C#N)N(S(C)(=O)=O)[C@@H]2CO)cc1`?
GASC1 inh: -2.9; C diff HTS: -2.0; Pf Dd2 growth: 31.8; T cruzi growth: 94.7

How did CO[C@H]1CN(C)C(=O)c2cc(NC(C)=O)ccc2OC[C@@H](C)N(Cc2cc(F)ccc2F)C[C@@H]1C do in these assays?
GASC1 inh: 1.1; Pf Dd2 growth: -5.1; T cruzi growth: -2.7

How did N#Cc1ccc(-c2ccc3c(c2)[C@@H]2[C@@H](CCN2C(=O)c2ccccc2F)[C@@H](CO)N3)cc1 do in these assays?
GASC1 inh: 0.7; C diff HTS: -1.6; Pf Dd2 growth: 8.2; T cruzi growth: 102.4*

Results for CN(C)C(=O)C[C@@H]1C[C@H]2c3cc(NS(C)(=O)=O)ccc3O[C@H]2[C@H](CO)O1 ?
GASC1 inh: 1.1; C diff HTS: 1.6; Pf Dd2 growth: 23.0; T cruzi growth: -23.4

What do the screens show for `CC=Cc1ccc2n(c1=O)C[C@@H]1[C@@H](CO)[C@H](C(=O)N[C@H](C)c3ccccc3)[C@H]2N1Cc1ccncc1` (mixture of isomers)?
GASC1 inh: 0.3; C diff HTS: 2.4; Pf Dd2 growth: -0.4; T cruzi growth: 13.9

What do the screens show for `O=C(C[C@H]1CC[C@H]2[C@@H](COC[C@H](O)CN2S(=O)(=O)c2ccccc2)O1)Nc1ccccc1`?
GASC1 inh: -0.4; C diff HTS: 1.1; Pf Dd2 growth: -24.6; T cruzi growth: -30.5

How did CC=Cc1ccc2n(c1=O)C[C@@H]1[C@@H](CO)[C@H](C(=O)N(C)C)[C@H]2N1C(=O)c1ccccc1 (mixture of isomers) do in these assays?
GASC1 inh: -0.3; C diff HTS: -3.7; Pf Dd2 growth: -8.0; T cruzi growth: -3.4

Results for CC(=O)N(C)C[C@@H]1Oc2cc(C#CCC(C)C)ccc2S(=O)(=O)N([C@H](C)CO)C[C@H]1C ?
GASC1 inh: -2.3; C diff HTS: -7.1; Pf Dd2 growth: -21.6; T cruzi growth: 18.5

How did C[C@@H]1CCCCO[C@H](CN(C)CC2CCCCC2)[C@H](C)CN([C@@H](C)CO)C(=O)c2cc(NS(=O)(=O)c3ccccc3)ccc2O1 do in these assays?
GASC1 inh: -0.9; C diff HTS: 0.6; Pf Dd2 growth: -46.8; T cruzi growth: 84.5

What do the screens show for `CCCC(=O)Nc1ccc2c(c1)C(=O)N(C)[C@H]1CC[C@@H](CC(=O)Nc3cn(C)nc3C)O[C@@H]1CO2`?
GASC1 inh: 12.3; C diff HTS: -6.0; Pf Dd2 growth: 2.7; T cruzi growth: -10.6

What do the screens show for `C[C@H](CO)N1C[C@H](C)[C@@H](CN(C)S(=O)(=O)c2cn(C)cn2)Oc2ccc(NS(=O)(=O)c3cccs3)cc2C1=O`?
C diff HTS: -0.3; Pf Dd2 growth: 40.4

What do the screens show for `C[C@@H]1CN([C@H](C)CO)C(=O)c2cc(-c3ccccc3)cnc2O[C@H]1CN(C)C(=O)Cc1ccccn1`?
GASC1 inh: -1.1; C diff HTS: -2.1; Pf Dd2 growth: -12.2; T cruzi growth: -12.7

Results for C[C@H]1CN([C@@H](C)CO)C(=O)c2cc(NC(=O)Nc3ccc(C(F)(F)F)cc3)ccc2O[C@@H]1CN(C)Cc1ccc(-c2ccccc2)cc1 ?
GASC1 inh: 2.9; C diff HTS: 7.6; Pf Dd2 growth: 2.1; T cruzi growth: 112.6*

How did COc1ccccc1-c1ccc([C@@H]2[C@@H](C#N)N(C(=O)C3CC3)[C@H]2CO)cc1 do in these assays?
GASC1 inh: -1.6; C diff HTS: 9.3; Pf Dd2 growth: 7.7; T cruzi growth: 103.8*

How did O=C(C[C@H]1CC[C@H]2[C@@H](COC[C@H](O)CN2S(=O)(=O)c2ccccc2)O1)NCc1ccc2c(c1)OCO2 do in these assays?
GASC1 inh: 1.3; Pf Dd2 growth: -31.5; T cruzi growth: 13.6

What do the screens show for `C[C@H](CO)N1C[C@H](C)[C@H](CN(C)C)OCCCC[C@H](C)Oc2ccc(NC(=O)c3ccccc3)cc2C1=O`?
GASC1 inh: -0.5; C diff HTS: -2.2; Pf Dd2 growth: -5.0; T cruzi growth: -4.8

What do the screens show for `C[C@H]1CN([C@@H](C)CO)C(=O)c2ccccc2-c2ccccc2CO[C@H]1CN(C)C(=O)c1ccc(F)cc1`?
GASC1 inh: -1.1; C diff HTS: 4.6; Pf Dd2 growth: 29.2; T cruzi growth: 22.0

How did CCCNC(=O)Nc1ccc2c(c1)C(=O)N(C)[C@H]1CC[C@H](CC(=O)Nc3ccc4c(c3)CCCC4)O[C@@H]1CO2 do in these assays?
GASC1 inh: 0.2; C diff HTS: 8.0; Pf Dd2 growth: -0.5; T cruzi growth: 91.2

How did CNC(=O)C[C@@H]1CC[C@@H]2[C@H](COc3ccc(NC(=O)Nc4ccccc4)cc3C(=O)N2C)O1 do in these assays?
GASC1 inh: -2.2; C diff HTS: -5.0; Pf Dd2 growth: -22.4; T cruzi growth: 7.5

How did O=C(Nc1ccc(F)cc1)N1CC(=O)N2[C@@H](CO)[C@H](c3ccc(C#Cc4cccnc4)cc3)[C@@H]2C1 do in these assays?
GASC1 inh: -1.5; C diff HTS: 10.6; Pf Dd2 growth: -8.4

What do the screens show for `CN1CCN(C(=O)C[C@@H]2CC[C@@H]3[C@H](COc4ccc(NC(=O)C5CCC5)cc4C(=O)N3C)O2)CC1`?
GASC1 inh: 8.4; C diff HTS: -2.8; Pf Dd2 growth: 14.4

Results for CS(=O)(=O)Nc1ccc2c(c1)[C@H]1C[C@@H](CC(=O)N3CCOCC3)O[C@H](CO)[C@H]1O2 ?
GASC1 inh: -0.8; C diff HTS: 1.1; Pf Dd2 growth: 8.1; T cruzi growth: 9.7

What do the screens show for `CO[C@H]1CN(C)C(=O)c2ccc(NC(=O)NC(C)C)cc2OC[C@@H](C)N(Cc2cocn2)C[C@H]1C`?
GASC1 inh: 0.6; C diff HTS: 1.3; Pf Dd2 growth: -7.4; T cruzi growth: 4.9

Screens from PubChem BioAssay.
